# BAP1 inh: blocks human BAP1 ubiquitin-AMC hydrolysis | activity remaining (% of control), % at 20 µM | actives 0.48% (n = 72,000) | recombinant BAP1, Ub-AMC hydrolysis fluorescence kinetic; stronger effect = lower value | Q92560;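 active = activity remaining at or below 50% of control, provided the compound also passes the data quality filters; inactive = the rest, including low values that fail the filters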;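 note: 100% = DMSO wells rate and 0% = substrate alone blank rate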
# Target sequence (Q92560 whole entry, looked up): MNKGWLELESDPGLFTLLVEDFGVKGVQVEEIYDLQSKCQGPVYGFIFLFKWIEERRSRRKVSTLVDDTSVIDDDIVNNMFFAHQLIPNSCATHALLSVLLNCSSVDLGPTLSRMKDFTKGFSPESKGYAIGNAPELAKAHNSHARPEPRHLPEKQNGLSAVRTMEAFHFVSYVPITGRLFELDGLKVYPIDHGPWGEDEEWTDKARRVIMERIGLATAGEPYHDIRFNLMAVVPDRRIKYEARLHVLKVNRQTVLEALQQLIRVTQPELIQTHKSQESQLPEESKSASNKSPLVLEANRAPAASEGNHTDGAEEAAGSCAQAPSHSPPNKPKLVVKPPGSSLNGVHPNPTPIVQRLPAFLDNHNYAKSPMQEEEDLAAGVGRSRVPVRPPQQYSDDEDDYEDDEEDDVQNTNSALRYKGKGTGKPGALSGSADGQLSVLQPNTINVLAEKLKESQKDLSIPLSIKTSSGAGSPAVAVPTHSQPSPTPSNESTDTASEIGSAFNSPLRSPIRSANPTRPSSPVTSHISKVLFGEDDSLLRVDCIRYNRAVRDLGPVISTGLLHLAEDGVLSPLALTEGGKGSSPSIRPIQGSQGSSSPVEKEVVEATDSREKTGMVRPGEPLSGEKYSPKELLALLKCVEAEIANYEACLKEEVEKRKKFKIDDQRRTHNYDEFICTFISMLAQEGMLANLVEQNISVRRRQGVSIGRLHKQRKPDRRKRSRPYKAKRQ
# HePTP inh: inhibitors of human HePTP phosphatase. P35236. recombinant HePTP phosphatase activity, OD absorbance. inhibition, % at 20 µM. actives 0.64% (n = 110,000). AID 521; in the data active = inhibition above about 50%;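 note: plate controls were vehicle for no effect and reference inhibitor for full effect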
# Target sequence (P35236 whole entry, looked up): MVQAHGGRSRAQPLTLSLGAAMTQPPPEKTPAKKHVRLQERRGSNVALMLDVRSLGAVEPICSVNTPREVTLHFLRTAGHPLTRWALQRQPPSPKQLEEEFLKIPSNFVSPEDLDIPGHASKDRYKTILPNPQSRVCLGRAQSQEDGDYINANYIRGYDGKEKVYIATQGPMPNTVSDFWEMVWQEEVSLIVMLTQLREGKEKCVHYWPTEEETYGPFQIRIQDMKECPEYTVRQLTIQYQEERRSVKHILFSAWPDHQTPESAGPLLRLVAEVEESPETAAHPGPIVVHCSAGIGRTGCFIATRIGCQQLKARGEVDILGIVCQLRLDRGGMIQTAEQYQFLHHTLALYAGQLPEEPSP
# Starred values were filed as active, the others as inactive; · = not tested or not shown; & = joins results of further samples. Hits appear at their usual frequency, and some 0.83% of all compounds hit somewhere here.
SMILES,BAP1 inh,HePTP inh
O=C(c1ccco1)N1CCN(S(=O)(=O)Cc2ccc(Cl)cc2)CC1,79,4
N#CCCn1nnc2ccccc21,103,9
Cc1ccc(-c2ccc(OCC(=O)Nc3ccccc3C(N)=O)cc2)cc1,·,-11
Nc1ccc(O)c(-c2nc3ccc(N)cc3[nH]2)c1,·,6
CCOC(=O)c1[nH]c(C)c(C(=O)NCCCN2CCOCC2)c1C,97,3
Cc1ccc(O)c(/C=N/n2cnnc2)c1,·,-20
C1=C(CCNc2ncnc3c2cnn3-c2ccccc2)CCCC1,98,6
COc1ccc(N/C(C)=C/C2=[N+](c3ccccc3)C(C)(O)CS2)cc1 (centres undefined),·,3
CSc1ccccc1NC(=O)CCn1c(=O)sc2ccccc21,88,9
CCOC(=O)c1nnn(CC(=O)Nc2cccc(Cl)c2C)c1C(=O)OCC,102,9
Cc1ccc(S(=O)(=O)NCCCN2CCOCC2)cc1C,91,3
CCOc1ccccc1CN1C(=O)c2ccccc2C1C(=O)NCC1CCCO1 (centres undefined),92,2
CCOC(=O)c1ccc(NC(=O)COc2ccc(Cl)cc2C)cc1,·,5
Cc1ncoc1C(=O)Nc1nccs1,95,9
CCCNC(=O)NC(=O)CSc1nc2ccccc2n1CC(C)C,109,9
Clc1ccc(-n2nnnc2Sc2ncnc3sccc23)cc1,97,-2
CC1(C)NC(C)(C)C(O)(C(N)=O)C1=O (centres undefined),79,-9
COc1ccc(CCNC(=O)c2ccc(CN3CCOCC3)cc2)cc1,102,0
CCCCCOC(=O)C1=C(C)NC2=C(C(=O)CCC2)C1c1cc(OC)c(OC)cc1Br (centres undefined),99,·
Cc1cc(=O)n2nc(N3CCCC3C(=O)NCCCN3CCCCC3)sc2n1 (centres undefined),77,-6
CCN1CCN(C(=O)c2cc3cc4cc(OC)ccc4nc3s2)CC1,81,-10
COc1ccc(N2CC(C(=O)NCCC3=CCCCC3)CC2=O)cc1 (centres undefined),96,3
CC(C)Cc1nnc(NC(=O)CSc2nc(=O)cc(N)n2-c2ccccc2)s1,67,·
Cc1ccc(S(=O)(=O)NC(=NC(Cc2ccccc2)C(=O)O)c2ccccc2)cc1 (centres undefined),·,-3

# Reformatted bar-delimited: part of the list above.
compound | BAP1 inh | HePTP inh
CCOC(=O)c1ccc(NC(=O)COc2ccc(Cl)cc2C)cc1 | · | 5
CC(C)Cc1nnc(NC(=O)CSc2nc(=O)cc(N)n2-c2ccccc2)s1 | 67 | ·

# Next results
SMILES,BAP1 inh,HePTP inh
Cc1cc(C(=O)CSc2nnc(-c3ccccc3F)o2)c(C)n1Cc1cccs1,·,1
O=C(c1cnn2c(C(F)(F)F)cc(-c3ccc4c(c3)OCO4)nc12)N1CCCC1,90,10
Oc1ccccc1/C=N/c1c(-c2ccco2)nc2ccccn12,149,5
CC(=O)Nc1cc(-c2ccc(C)cc2)nn1Cc1ccccc1,·,104*
CCN1CCN(CC(=O)Nc2ccccc2)C(=O)C1=O,102,-5
COc1ccc(-c2n[nH]c(=S)n2-c2ccc(C)cc2)cc1,65,-7
Cc1noc(/C=C/N(C)C)c1S(=O)(=O)NC1CCCCC1,102,0
COc1cccc(-c2nc(CS(=O)CC(=O)NC3CC3)c(C)o2)c1 (centres undefined),96,6
Cc1cc(C)cc(C(=O)n2cnnc2N)c1,151,6
CCC(=O)Nc1nc2ccccc2n1Cc1ccccc1C,53,-22
Cc1ccc(C2CC(c3ccco3)n3ncnc3N2)cc1 (centres undefined),·,-6
CCN(CCO)c1ccc(-n2c(N)c(C(=O)OC)c3nc4ccccc4nc32)cc1,112,3
COC(=O)C1=C(CSCc2ccco2)NC(=O)NC1c1cc(C)ccc1C (centres undefined),102,-4
Cc1cc(Cl)ccc1OCC(=O)Nc1cc(-c2nc3ccccc3o2)ccc1Cl,·,-19
Cc1cccc(-n2c(C)cc(/C=N/NC(N)=S)c2C)c1,·,-5
COc1ccc(S(=O)(=O)NC(CC(=O)NCC2CCCO2)c2ccco2)cc1 (centres undefined),125,8
O=S(=O)(c1ccccc1)c1nc(-c2ccco2)oc1NCCCN1CCOCC1,70,-2
Cc1ccc(-c2cc(C(F)F)n3ncc(C(=O)N4CCN(c5ccccn5)CC4)c3n2)cc1,88,9
CCOc1ccc(Cn2nnc(C(=O)Nc3ccc(OC)cc3OC)c2N)cc1,103,3
O=C(Cn1cnc2c(nnn2-c2ccccc2)c1=O)N1CCOCC1,97,8
CCc1nnc(NS(=O)(=O)c2ccc(N3C(=O)C4CC=C(Cl)CC4C3=O)cc2)s1 (centres undefined),54,-6
Cc1noc(/C=C/N(C)C)c1S(=O)(=O)N1CCCC(C(=O)NCc2cccs2)C1 (centres undefined),97,-7
CC(=O)N(c1cccc(C)c1)S(=O)(=O)c1ccc(Cl)cc1,·,10
O=C(Nc1cccnc1)c1ccc(NC(=O)c2ccco2)cc1,79,1
O=C(c1ccc(F)cc1)N1C2CCC1CC(O)(c1ccccc1F)C2 (centres undefined),126,12
COc1ccc(-c2nc(CS(=O)CC(=O)NCc3ccco3)c(C)o2)cc1OC (centres undefined),96,12
COC(=O)c1cccc(N2C(=O)C=CC2=O)c1,·,6
NCCS(=O)(=O)O,100,·
COC(=O)CNc1nc(-c2cccnc2)nc2ccccc12,126,0
Cn1c(N2CCOCC2)nc2c1c(=O)n(Cc1ccc(Cl)cc1)c(=O)n2C,75,7
CC(=O)C1C(c2ccc(F)cc2)NC(=O)NC1(O)C(F)(F)F (centres undefined),107,7
COc1ccc(N2CCN(C(c3ccccc3OC)c3nnnn3C3CCCC3)CC2)cc1 (centres undefined),83,6
COc1ccc(/C=C(\C#N)c2nc(-c3ccc(C)cc3)cs2)cc1,·,-3
COc1ccc(N(CC(=O)N2CCN(c3ccccc3OC)CC2)S(=O)(=O)c2ccccc2)c(OC)c1,·,1
COc1cc(C=C2C(=O)c3ccccc3C2=O)ccc1OCc1ccc(I)cc1,·,13
Cc1cc(NC(=O)CCCS(=O)(=O)c2nc(-c3cccs3)cc(C(F)(F)F)n2)no1,88,4
COc1ccccc1C1NC(=O)NC(C)=C1C(=O)OCC(C)C (centres undefined),167,·
CC(=O)c1sc2ccccc2c1OC(=O)c1ccco1,85,-4
O=C(Nc1ccc(Cl)c(Cl)c1)c1cc2ccccc2o1,·,-10
CCCNC(=O)C12CC3CCC(CC(C3)C1)C2,·,1
CC(C)(C)n1ncc2c(=O)n(CC(=O)NC3CCCCC3)cnc21,85,2
CN(C1CCCCC1)S(=O)(=O)c1ccc(Cl)c(C(=O)O)c1,99,0
Cc1nn(-c2ccc(F)cc2)c2c1cc(C#N)c1nc3ccccc3n12,109,2
Cc1sc2nc(CN(Cc3cccs3)C(=O)C3CC3)[nH]c(=O)c2c1C,91,6
O=C1COc2ccc(C(=O)c3ccccc3)cc2CN1,99,6
COc1ccc(C(=O)CCNc2ccc3c(c2)OCCO3)cc1,·,-1
COc1ccc(/C=N/OCC(=O)N=Nc2c(O)n(CN(C)C)c3ccc(Br)cc23)cc1,·,104*
CN1CCN(Cn2c(O)c(N=NC(=O)c3ccncc3)c3ccccc32)CC1,·,5
O=C(NC1CCCCC1)O/N=C\c1ccccc1Cl,·,10
COc1ccc(C2SCCN2C(=O)c2ccc([N+](=O)[O-])cc2)cc1 (centres undefined),79,·
CCCn1cnc2c(c1=O)c1nc3ccccc3nc1n2CCc1ccccc1,·,-6
CCOC(=O)c1c(C)c(C(=O)NCc2ccccn2)c(C)n1CC,93,5
Cc1c(C(=O)O)sc2ncn(C)c(=O)c12,90,-3
O=[N+]([O-])c1ccc(-c2ncccc2O)cc1,·,11
CCOC(=O)C1(C)C=C(Nc2ccc(S(=O)(=O)Nc3nccs3)cc2)C(=O)N1c1ccccc1 (centres undefined),·,-13
COc1ccc(-n2c(=O)cc(N3CC(C)OC(C)C3)[nH]c2=O)cc1 (centres undefined),84,-5
CC(=C/c1ccc(C(C)C)cc1)/C=N/NC(=O)c1cccc(N2CCCC2=O)c1,·,-16
Cc1ccc(NCc2nnc(SCC(=O)OC3CCCCC3)o2)c(C)c1,105,7
COc1cccc(Nc2ncnc3c2cnn3C)c1,102,-2
O=C1/C(=C\c2cc(Cl)ccc2O)SC(=S)N1Cc1ccccc1,·,1

# (listing goes on)
SMILES,BAP1 inh,HePTP inh
CS(=O)(=O)N(Cc1ccccc1)c1ccc(C(=O)N[C@@H]2C[C@H]3CC[C@@H]2C3)cc1,·,2
CC(C)CN1CN(S(=O)(=O)c2cccs2)c2nc3ccccc3nc21,·,26
COC(=O)COc1ccc(S(=O)(=O)Nc2ccc(NC(C)=O)cc2)cc1C,68,-3
CC(C)c1[nH]nc2c1C1(CCN(Cc3ccccc3)CC1)C(C#N)=C(N)O2,100,12
CCCn1c(N)c(N(C)C)c(=O)n(CC(=O)Nc2ccc(OC(F)(F)F)cc2)c1=O,118,4
O=[N+]([O-])c1ccc2c(c1)C=C1CCCCC1(NCc1ccccc1)O2 (centres undefined),·,-5
Cc1ccc(C)c(OCC(O)CN2CC(C)CC(C)C2)c1 (centres undefined),·,8
O=C(Cc1c(O)c2ccccc2[nH]c1=O)NCc1ccc(Cl)cc1,·,-5
CC1(C)CC(c2csc(N)n2)CCO1 (centres undefined),71,2
Cc1ccc(OCC(=O)Nc2ccc(N3CCCC3)cc2)cc1C,88,-3
CCCOc1cccc(C(=O)Nc2cccc(NC(=O)c3ccco3)c2)c1,76,2&-16
COc1ccc(OCC(O)CN2C(=O)NC(C)(C)C2=O)cc1 (centres undefined),72,0
Cc1cc(C(=O)CN2C(=O)NC3(CCCCC3)C2=O)c(C)n1Cc1ccc2c(c1)OCO2,87,-5
Cc1cc(C)cc(Nc2cc(=O)n(C)c(=O)n2C)c1,·,10
Cc1ccnc(Nc2nc(-c3c(C)nc4sccn34)cs2)c1,71,3
O=c1c2ccccc2nc(SCCc2ccccc2)n1Cc1ccccc1,·,3
COCCCNC(=O)/C(=C\C=C\c1ccccc1)NC(=O)c1ccccc1,·,6
COc1ccc(C(=O)Nc2ccncc2)cc1Br,·,-1
CCCNC(=O)COC(=O)c1ccc(S(=O)(=O)N2CCCCCC2)cc1,109,9
C=CCn1c(SCC(=O)Nc2c(C)cccc2C)nnc1-c1cnccn1,109,6
Cc1cccc(N2CCN(C(=O)c3cc4c(=O)n(C)c5ccccc5c4n3C)CC2C)c1 (centres undefined),90,9
Cc1cc(C)n(C(=O)CNC(=O)c2ccco2)n1,87,6&7
CCOC(=O)C(CCOc1ccc(C)c(C)c1)C(=O)OCC,·,3
COc1cc2c(cc1OC)C(c1ccc(O)cc1)N(C1CC(=O)N(c3ccccc3)C1=O)CC2 (centres undefined),·,2
O=C(Nc1cccc2nsnc12)c1cccs1,72&103,5&5
CCOC(=O)C(CC)n1cnc2sc3c(c2c1=O)CCC3 (centres undefined),127,9
O=C(NC1C2CC3CC(C2)CC1C3)c1ccc(I)cc1 (centres undefined),·,8
CCC1Oc2ccc(C)cc2N(CC(=O)NCc2cccc(OC)c2)C1=O (centres undefined),100,-1
CC1Cn2c(nnc2-c2cccc(N)c2)S1 (centres undefined),88,-3
O=C1NC(c2ccc(F)cc2)Oc2ccccc21 (centres undefined),·,-9
O=C(COc1ccc(Cl)cc1Cl)NCCCN1CCOCC1,90,8
Cc1onc(-c2ccccc2)c1C(=O)OCC(=O)Nc1ccc2c(c1)OCO2,108,4
COc1ccc(OC(=O)CCCN2C(=O)c3ccccc3C2=O)cc1,72,8
O=C1CN(C(=O)c2ccc(Cl)c([N+](=O)[O-])c2)c2ccccc2N1,·,-2
CCOC(=O)C1CCN(S(=O)(=O)c2cn(C)c(=O)n(C)c2=O)CC1,97,-6
CC1=C(C(=O)OC(C)C)C(c2cccs2)N2C(=O)CCSC2=N1 (centres undefined),67,0
COC(=O)c1ccc(CSc2nc(C)nc3sc(C)c(C)c23)o1,60,4
CCOn1c(=O)c(=O)n(OCc2ccccc2)c2ccccc21,93,6&-6
CCC(=O)Nc1nc2c(OC)ccc(C)c2s1,90,4
O=C(O/N=C/c1ccc([N+](=O)[O-])cc1)c1cccs1,·,-1
Cc1ccc(C(c2sc3ncnn3c2O)N2CCC(C)CC2)cc1 (centres undefined),91,12
O=C(COc1nncc2ccccc12)NCCC1=CCCCC1,97,10
C=CCn1c(SCC(=O)NCC2CCCO2)nnc1C1CCCCC1 (centres undefined),107,-2

# By substructure, the compounds so far with two or more sulfur atoms.
SMILES,BAP1 inh,HePTP inh
CSc1ccccc1NC(=O)CCn1c(=O)sc2ccccc21,88,9
Clc1ccc(-n2nnnc2Sc2ncnc3sccc23)cc1,97,-2
CC(C)Cc1nnc(NC(=O)CSc2nc(=O)cc(N)n2-c2ccccc2)s1,67,·
Cc1cc(C(=O)CSc2nnc(-c3ccccc3F)o2)c(C)n1Cc1cccs1,·,1
CCc1nnc(NS(=O)(=O)c2ccc(N3C(=O)C4CC=C(Cl)CC4C3=O)cc2)s1 (centres undefined),54,-6
Cc1noc(/C=C/N(C)C)c1S(=O)(=O)N1CCCC(C(=O)NCc2cccs2)C1 (centres undefined),97,-7
Cc1cc(NC(=O)CCCS(=O)(=O)c2nc(-c3cccs3)cc(C(F)(F)F)n2)no1,88,4
Cc1sc2nc(CN(Cc3cccs3)C(=O)C3CC3)[nH]c(=O)c2c1C,91,6
CCOC(=O)C1(C)C=C(Nc2ccc(S(=O)(=O)Nc3nccs3)cc2)C(=O)N1c1ccccc1 (centres undefined),·,-13
O=C1/C(=C\c2cc(Cl)ccc2O)SC(=S)N1Cc1ccccc1,·,1
CC(C)CN1CN(S(=O)(=O)c2cccs2)c2nc3ccccc3nc21,·,26
Cc1ccnc(Nc2nc(-c3c(C)nc4sccn34)cs2)c1,71,3
O=C(Nc1cccc2nsnc12)c1cccs1,72&103,5&5
CC1=C(C(=O)OC(C)C)C(c2cccs2)N2C(=O)CCSC2=N1 (centres undefined),67,0
COC(=O)c1ccc(CSc2nc(C)nc3sc(C)c(C)c23)o1,60,4
